High-throughput results (PubChem BioAssay)
WRN helicase inh – inhibitors of human WRN helicase | hit rate 0.46% among 360,000 | Potency, µM (highest dose often 114 µM), for inactives: at the top dose activity change, negative = inhibition, hits mostly inhibitors | WRN helicase unwinding, fluorescent forked duplex, kinetic | Q14191; further: potency means the concentration at half of the fitted maximal effect; on the % scale 0 is the no-effect control and ±100 the full control effect; nearly all actives have a fitted effect of over 55% in size
Target sequence (Q14191 whole entry, looked up): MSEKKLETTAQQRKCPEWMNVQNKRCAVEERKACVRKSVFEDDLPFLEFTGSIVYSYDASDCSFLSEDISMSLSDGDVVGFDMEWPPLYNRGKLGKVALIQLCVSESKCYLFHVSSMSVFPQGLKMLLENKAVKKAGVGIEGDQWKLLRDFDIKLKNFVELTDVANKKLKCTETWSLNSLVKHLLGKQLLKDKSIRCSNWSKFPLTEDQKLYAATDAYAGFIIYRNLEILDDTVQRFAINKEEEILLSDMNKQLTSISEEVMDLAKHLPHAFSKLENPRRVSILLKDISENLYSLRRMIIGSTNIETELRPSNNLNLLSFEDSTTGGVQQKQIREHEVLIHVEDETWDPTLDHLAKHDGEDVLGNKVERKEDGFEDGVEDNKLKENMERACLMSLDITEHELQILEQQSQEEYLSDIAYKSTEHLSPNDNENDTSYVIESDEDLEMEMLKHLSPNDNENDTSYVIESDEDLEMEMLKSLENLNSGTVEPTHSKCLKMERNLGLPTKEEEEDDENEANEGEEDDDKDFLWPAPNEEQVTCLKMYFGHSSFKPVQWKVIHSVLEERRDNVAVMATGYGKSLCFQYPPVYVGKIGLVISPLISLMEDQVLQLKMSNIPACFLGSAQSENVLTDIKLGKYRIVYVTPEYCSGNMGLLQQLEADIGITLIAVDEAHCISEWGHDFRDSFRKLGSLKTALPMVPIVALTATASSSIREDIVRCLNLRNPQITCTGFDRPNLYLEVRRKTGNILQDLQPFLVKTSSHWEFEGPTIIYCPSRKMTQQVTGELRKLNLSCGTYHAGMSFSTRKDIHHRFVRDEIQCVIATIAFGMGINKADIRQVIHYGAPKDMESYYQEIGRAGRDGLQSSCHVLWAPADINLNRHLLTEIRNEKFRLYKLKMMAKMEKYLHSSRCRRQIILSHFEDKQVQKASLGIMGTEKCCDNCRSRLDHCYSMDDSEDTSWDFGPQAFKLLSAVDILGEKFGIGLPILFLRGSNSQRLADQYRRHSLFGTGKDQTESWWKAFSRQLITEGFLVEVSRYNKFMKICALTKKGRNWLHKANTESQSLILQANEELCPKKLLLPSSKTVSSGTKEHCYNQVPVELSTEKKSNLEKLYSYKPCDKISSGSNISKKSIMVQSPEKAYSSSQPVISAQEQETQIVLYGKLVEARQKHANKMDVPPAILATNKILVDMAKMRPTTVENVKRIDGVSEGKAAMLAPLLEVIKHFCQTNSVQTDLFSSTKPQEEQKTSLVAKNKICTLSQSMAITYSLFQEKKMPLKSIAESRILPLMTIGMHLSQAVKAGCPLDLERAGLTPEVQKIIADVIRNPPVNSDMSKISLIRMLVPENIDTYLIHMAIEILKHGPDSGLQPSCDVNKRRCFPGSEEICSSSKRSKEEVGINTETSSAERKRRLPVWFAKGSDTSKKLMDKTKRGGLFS
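Primary qHTS, 1536-well format. 20 nM WRN + compound, 15 min RT; start with 100 nM forked fluorophore/quencher duplex, 2 mM ATP (final); kinetic read ex 525/em 598 nm.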
IL1B secr inh – blocks inflammasome-driven IL-1 beta release. THP-1 LPS/ATP IL-1B secretion, AlphaLISA, 16 h; hits give low values. activity change, % at 57.5 µM. hit rate 4.7% among 360,000; in the data active means activity change below about -50%; inconclusive means mostly about -30% to -49%; further: on the % scale 0 is the no-effect control and ±100 the full control effect
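Secreted IL-1B measured by AlphaLISA bead assay after 16 h compound exposure of THP-1 cells; compounds (final up to 57.5 uM) added 1 h before LPS (250 ng/mL) and ATP (1.25 mM) stimulation; lower signal means less secretion.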
HT1080-NT tox – kills 2HG-producing HT-1080-NT fibrosarcoma cells; hit rate 1.6% among 360,000; HT-1080-NT fibrosarcoma viability, CellTiter-Glo ATP luminescence, 48 h; AID 686970; Potency, µM (series often up to 46.1 µM), for inactives: at the top dose activity, negative = less viability, usual class: cytotoxic;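 further: NT is the 2HG producing partner of a matched IDH1 knockdown line; potency means the concentration at half of the fitted maximal effect; 0% = DMSO-treated cells and -100% = media-only wells without cells; nearly all actives have a fitted effect of over 55% in size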
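Read-out is CellTiter-Glo luminescence after 10 minutes at room temperature, following 48 hours' compound treatment of HT-1080-NT cells (750 cells/well, RPMI, 5% FBS, 37 degrees C).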
KB-3-1 cytotox – KB-3-1 parental cell cytotoxicity | hit rate 1.4% among 400,000 | KB-3-1 viability, CellTiter-Glo ATP luminescence, 72 h | Potency, µM (series often up to 46.1 µM), inactives show at the top dose activity change, negative = cytotoxic, hits mostly cytotoxic | AID 1347075; further: potency means the concentration at half of the fitted maximal effect; on the % scale 0 is the no-effect control and ±100 the full control effect; nearly all actives have a fitted effect of over 60% in size
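Here the drug-naive KB-3-1 line serves as comparator for MDR sub-line selectivity; cells received compound titrations, 72 h at 37 °C, then CellTiter-Glo readout.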
SW480 rerep – DNA re-replication induction in SW480 cells; hit rate 1.8% among 340,000; SW480 DNA re-replication, Hoechst DNA content imaging, 48 h; Potency, µM (doses to about 46.1 µM), without a hit: top-dose re-replication activation, hits mostly activators; AID 624297; further: potency means the concentration at half of the fitted maximal effect; % of control where 0% means no effect; nearly all actives have a fitted effect of over 55% in size
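Image-based read-out: total Hoechst fluorescence of nuclei (405 nm excitation, 500-530 nm emission), with hits raising the fraction of high-intensity nuclei. SW480 colon cells incubated 48 hr with compounds at 37 C.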
ATXN2 expr inh – ATXN2 expression inhibition; AID 1745845; HEK-293 ATXN2-luciferase reporter, luminescence, 24 h; hit rate 0.72% among 360,000; Potency, µM (highest dose often 57 µM), for the others: at the highest dose activity change, negative = inhibition, actives largely listed as inhibitors; further: potency means the concentration at half of the fitted maximal effect; on the % scale 0 is the no-effect control and ±100 the full control effect; nearly all actives have a fitted effect of over 55% in size
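ATXN2-luciferase reporter cells (luciferase flanked by upstream and downstream ATXN2 gene portions) were treated 24 h at 37 °C with compounds at up to 57 uM. SteadyGlo luminescence gave expression; GF-AFC fluorescence gave viability.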
HT1080 IDH1KD tx – toxicity to HT-1080 IDH1 knockdown cells (counter line); HT-1080 IDH1 knockdown viability, ATP luminescence, 48 h; Potency, µM (top dose mostly 46.1 µM), inactives show at the highest dose activity, negative = toxicity, hits mostly cytotoxic; hit rate 2% among 360,000;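 further: potency means the concentration at half of the fitted maximal effect; 0% = DMSO wells and -100% = cell-free medium wells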
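% activity derives from luminescence (CellTiter-Glo), normalised to DMSO and no-cell wells. HT-1080-IDH1KD cells, 750/well, had 48 h compound exposure at 37 °C.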
KB-V1 MDR tox – kills drug-selected multidrug resistant KB-V1 cells | AID 1347076 | KB-V1 MDR cells viability, CellTiter-Glo, 72 h | Potency, µM (top dose mostly 46.1 µM), without a hit: at the top dose activity change, negative = cytotoxicity, hits mostly cytotoxic | hit rate 3.4% among 400,000; further: potency means the concentration at half of the fitted maximal effect; on the % scale 0 is the no-effect control and ±100 the full control effect; nearly all actives have a fitted effect of over 60% in size
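Cells of the MDR subline KB-V1 are plated, dosed with compound at multiple concentrations, and incubated 72 h at 37 degrees C; CellTiter-Glo is then added and luminescence read after 10 min.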
MCF10A rereplic – induces DNA re-replication in MCF 10a normal breast cells | Potency, µM (doses to about 46.1 µM), for the others: top-dose activity, positive = re-replication, hits mostly activators | AID 624296 | hit rate 2.9% among 350,000 | MCF 10A DNA re-replication, Hoechst nuclear intensity, 48 h; further: potency means the concentration at half of the fitted maximal effect; % of control where 0% means no effect; nearly all actives have a fitted effect of over 50% in size
The depositor's hits bear a star; ? = inconclusive; nt = not tested or not shown; [ ] = dose if it differs, or a comment. Unless noted, the call rests on the fitted dose curve; in most records, active means well fitted curve in the direction sought with a large enough effect; inconclusive means small, poorly fitted or top-dose-only effect, or another doubt; inactive means no such curve, though single readings can be large; an effect the other way counts as inactive or inconclusive. The list is partial (hit frequency here may not be typical).

Sample of the layout:
no.	compound	ATXN2 expr inh	HT1080-NT tox	IL1B secr inh	KB-3-1 cytotox	KB-V1 MDR tox	SW480 rerep	WRN helicase inh	MCF10A rereplic	HT1080 IDH1KD tx
1	CC(=Nc1ccc2c(c1)CCC2)c1c(O)n(C2CCCCC2)c(=O)[nH]c1=O	-11%	-9%	-24	2%	0%	1%	-6%	-184%[0.0737 µM]	-7%
2	O=C(N/N=C/c1c(O)n(C2CCCCC2)c(=S)[nH]c1=O)c1ccccc1O	nt	2%	22	-2%	-15%	-8%	-3%	2%	0%
3	COc1ccc(C(=O)C2CCCN(Cc3ccc(C)s3)C2)cc1OC (stereo unspecified)	nt	0%	9	0%	-15%	-4%	-7%	4%	0%
4	Oc1ccc(Cl)c(Cl)c1Cl	4%	15%	23	0%	-6%	-22%	-13%	13%	4%

Results, previewed entries included:
no.	compound	ATXN2 expr inh	HT1080-NT tox	IL1B secr inh	KB-3-1 cytotox	KB-V1 MDR tox	SW480 rerep	WRN helicase inh	MCF10A rereplic	HT1080 IDH1KD tx
1	CC(=Nc1ccc2c(c1)CCC2)c1c(O)n(C2CCCCC2)c(=O)[nH]c1=O	-11%	-9%	-24	2%	0%	1%	-6%	-184%[0.0737 µM]	-7%
2	O=C(N/N=C/c1c(O)n(C2CCCCC2)c(=S)[nH]c1=O)c1ccccc1O	nt	2%	22	-2%	-15%	-8%	-3%	2%	0%
3	COc1ccc(C(=O)C2CCCN(Cc3ccc(C)s3)C2)cc1OC (stereo unspecified)	nt	0%	9	0%	-15%	-4%	-7%	4%	0%
4	Oc1ccc(Cl)c(Cl)c1Cl	4%	15%	23	0%	-6%	-22%	-13%	13%	4%
5	Cc1cc(C(=O)Nc2sc3c(c2C#N)CCC3)no1	7%	10µM*	0	?	16µM*	?	-2%[11.6 µM]	8.2µM*	?
6	O=c1[nH]c(=O)n(CCc2ccccc2)c(O)c1C=NC1CC1	-1%	16%	12	5%	14%	-7%	15%	3%	21%
7	Cc1cccc(OCC(=O)N2CCN(Cc3ccc([N+](=O)[O-])cc3)CC2)c1	-23%	4%	-26	-23%	-3%	-2%	0%	13%	-20%
8	COc1cccc(NC(=O)CN2CC(c3ccccc3)CC2=O)c1 (stereo unspecified)	2%	8%	-1	5%	6%	-11%	4%	-7%	8%

3 entries from above, arranged by length of the SMILES, lowest first:
no.	compound	ATXN2 expr inh	HT1080-NT tox	IL1B secr inh	KB-3-1 cytotox	KB-V1 MDR tox	SW480 rerep	WRN helicase inh	MCF10A rereplic	HT1080 IDH1KD tx
4	Oc1ccc(Cl)c(Cl)c1Cl	4%	15%	23	0%	-6%	-22%	-13%	13%	4%
8	COc1cccc(NC(=O)CN2CC(c3ccccc3)CC2=O)c1 (stereo unspecified)	2%	8%	-1	5%	6%	-11%	4%	-7%	8%
7	Cc1cccc(OCC(=O)N2CCN(Cc3ccc([N+](=O)[O-])cc3)CC2)c1	-23%	4%	-26	-23%	-3%	-2%	0%	13%	-20%

(next part)
no.	compound	ATXN2 expr inh	HT1080-NT tox	IL1B secr inh	KB-3-1 cytotox	KB-V1 MDR tox	SW480 rerep	WRN helicase inh	MCF10A rereplic	HT1080 IDH1KD tx
9	COc1cccc(-n2c(-c3ccoc3)nc3ccccc3c2=O)c1	-7%	5%	3	-2%	15µM*	8%	3%	10%	1%
10	O=C(Cn1ncc2c3ccccc3n(Cc3ccc(F)cc3)c2c1=O)N1CCC2(CC1)OCCO2	-4%	-19%	-13	-12%	?	4%	-2%	21%	-12%
11	O=C1CN(C(=O)COC(=O)Cc2ccccc2)c2ccccc2N1	nt	2%	21	3%	2%	-37%	6%	2%	11%
12	CN1CCN(c2ccc(NC(=O)Oc3ccccc3)cc2)CC1	-10%	-7%	7	1%	4%	-1%	6%	-1%	-7%
13	CCCN1CCC[C@@H](c2cccc(O)c2)C1	3%	2%	8	0%	-4%	-8%	7%	3%	10%
14	CCCCn1nnnc1C(c1cccs1)N1CCC2(CC1)C(=O)NCN2c1ccccc1 (stereo unspecified)	-10%	?	-25	0%	18%	nt	-2%	nt	-27%
15	O=c1[nH]c2ccccc2n1C1CCN(Cc2ccc(-c3nc4ccc(F)cc4nc3-c3ccccc3)cc2)CC1	?	21µM*	-61*	?	?	nt	-5%	nt	?
16	CCC(=NCc1cc(OC)cc(OC)c1)c1c(O)[nH]c(=O)[nH]c1=O	nt	-14%	-21	-11%	-16%	-3%	-3%	9%	-25%

Values in list order from the entries so far:
HT1080-NT tox for entries 1 to 10: -9%, 2%, 0%, 15%, 10µM*, 16%, 4%, 8%, 5%, -19%
HT1080 IDH1KD tx for entries 1 to 10: -7%, 0%, 0%, 4%, ?, 21%, -20%, 8%, 1%, -12%

(further entries)
no.	compound	ATXN2 expr inh	HT1080-NT tox	IL1B secr inh	KB-3-1 cytotox	KB-V1 MDR tox	SW480 rerep	WRN helicase inh	MCF10A rereplic	HT1080 IDH1KD tx
17	CCN(N=Nc1nonc1OC)c1nonc1OC	-1%	-1%	1	11%	14%	-3%	7%	1%	-2%
18	COc1ccc(-c2nc(CSCC(=O)N3CCC4(CC3)OCCO4)c(C)o2)cc1OC	-11%	-4%	19	-8%	?	7%	4%	4%	-12%
19	COc1ccc(Cl)cc1C(=O)C1CCCN(CCO)C1 (stereo unspecified)	-6%	-9%	17	12%	8%	-2%	14%	-11%	1%
20	Cn1c(=O)cc(SCC(=O)N2CCC3(CC2)OCCO3)c2ccccc21	-8%	-17%	-27	-1%	-14%	-11%	2%	4%	-13%
21	c1cnc2c(c1)ccc1ncccc12	2%	5%	?	-3%	-6%	-1%	8%	3%	4%
22	C(#CCN1CCOCC1)COCc1ccccc1	-4%	7%	8	1%	6%	2%	6%	1%	9%
23	COC(=O)C1=C(c2ccc(F)cc2F)C[C@@H]2CC[C@H]1N2C(=O)NCCNC(C)=O	5%	19%	8	17%	-10%	-11%	15%	-4%	12%
24	COc1ccc(CN2C(=O)NC(=O)/C(=C\c3ccc(OC)c(OC)c3OC)C2=O)cc1	-38%	12%	-6	1%	0%	-3%	?	-8%	17%
25	Cc1nc2cc([N+](=O)[O-])ccc2c(=O)n1-c1ccccc1[N+](=O)[O-]	-14%	4%	9	1%	-3%	-1%	7%	-6%	0%
26	COC(=O)C1=C(N)OC(C)=C(C(C)=O)C12C(=O)N(C)c1ccccc12 (stereo unspecified)	3%	6%	2	2%	-1%	-1%	-17%	19%	0%
27	CCCCCCCCN=Cc1c(O)[nH]c(=O)[nH]c1=O	0%	-19%	12	2%	2%	-6%	-2%	14%	?
28	COC(=O)Nc1ccc(N=C(N)N[N+](=O)[O-])cc1	9%	25%	-7	-3%	0%	-9%	0%	-4%	5%
29	CCOC(=O)c1oc2ccc(S(=O)(=O)n3nc(-c4ccc(Cl)cc4)cc3N)cc2c1C	2%	5%	0	?	-16%	10%	-11%	?	7%
30	CCCNC(=O)N1[C@H]2CC[C@@H]1C(C(=O)OC)=C(c1ccc3ccccc3c1)C2	-10%	10%	12	-11%	2%	5%	3%	0%	9%
31	COc1cccc(C2(C#N)CCN(C)CC2)c1	nt	15%	12	3%	4%	-6%	-2%	-2%	12%
32	Cc1cc(N(C)C)ccc1N=Nc1ccc(N)cc1	48%[activator]	?	-26	-9%	2%	-23%	-3%	6%	?
33	COC(=O)C1=C(c2ccc(F)cc2F)C[C@@H]2CC[C@H]1N2C(=O)NCCOc1ccccc1Cl	-2%	-1%	-19	?	-19%	-2%	13%	17%	10%
34	O=C(c1cc(=O)[nH]c2ccc(Br)cc12)N1CCC2(CC1)OCCO2	-9%	-8%	33	-1%	0%	0%	1%	2%	-14%
35	COc1cc(C(O)CNC(C)C)cc(F)c1OC (stereo unspecified)	6%	nt	nt	39%	1%	1%	nt	4%	nt
36	CCN(CC)CCCOC(=O)C(OC)(c1ccccc1)c1ccccc1	-18%	-11%	-6	-9%	-19%	1%	7%	13%	-6%
37	Cn1c(O)c(C2=NNC(c3ccc(Cl)cc3)C2)c(=O)n(C)c1=O (stereo unspecified)	6%	-27%	19	-14%	-21%	?	-5%	-9%	?
38	C=CCN1CC[C@]23c4c5ccc(O)c4OC2[C@H](O)CC[C@@]3(O)[C@H]1C5 (stereo partly specified)	7%	-12%	-5	0%	4%	?	2%	?	3%
39	c1ccc(Nc2ccc(Nc3ccccc3)cc2)cc1	-7%	-26%	-25	-11%	-3%	?	-11%	-39%[inhibitor]	-14%
40	N#CC1=C(N)Oc2c(c(=O)oc3ccccc23)C1c1ccncc1 (stereo unspecified)	8%	-2%	29	18%	-4%	-6%	-12%	8%	-2%
41	Cc1nn(Cc2ccccc2)c(C)c1C(=O)O	4%	14%	11	-13%	11%	?	-2%	2%	4%
42	O=c1[nH]c(=O)n(-c2ccccc2)c(O)c1/C=C1/C(c2ccccc2)=Nc2ccccc21	15%	4.1µM*	22	3.3µM*	2.9µM*	?	-32%	2.1µM*	2.1µM*
43	O=C1NC(=O)N(c2ccc(Cl)cc2)C(=O)/C1=C\c1ccc(Sc2nc3ccccc3[nH]2)o1	-19%[11.3 µM]	-4%	-2	3%	-10%	-1%	25µM*	?	-6%
44	COc1ccccc1C1=NCc2nnc(CSC)n2-c2ccc(Cl)cc21	5%	-1%	20	0%	-5%	-7%	3%	1%	-20%
